# Eya2 inh – inhibitors of human Eya2 phosphatase activity. actives 0.006% (n = 330,000). O00167. AID 488837. recombinant Eya2, OMFP fluorescence dephosphorylation (OMFP is methylfluorescein phosphate). Potency, µM (highest dose often 76.9 µM), inactives show at the top dose activity, negative = inhibition, usual class: inhibitors; also: potency is read from the fitted curve at half-maximal effect; % is scaled to controls: 0 for no effect and ±100 for the full control effect
#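 Eya2 protein (added as 0.2 uM solution) was preincubated with compound for 10 min at ambient temperature in 50 mM HEPES pH 7.5, 50 mM NaCl, 5 uM MgCl2, 0.05% BSA, 1 mM DTT. OMFP (added at 50 uM) then reacted 10 min; fluorescence read at 485/525 nm.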
# TSG101-PTAP inh – blocks PTAP/TSG101 interaction to inhibit HIV-1 budding; 340,000 tested, under 10 active; Fluorescence polarization, FITC-PTAP peptide / Tsg101 binding; Potency, µM (series often up to 115 µM), for the others: at the highest dose activity change, negative = inhibition, usual class: inhibitors; active = well fitted inhibition curve with a large enough effect in the main read-out, with a control signal flat, not every such curve was filed as active; inconclusive = small, poorly fitted or top-dose-only effect, or effect the other way, or a change in a side signal; inactive = no such curve, though single readings can be large or run the other way; also: potency is read from the fitted curve at half-maximal effect; % of control where 0% means no effect
#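 Tsg101 binding domain (10 uM final) was mixed with compound and a FITC-labeled PTAP peptide (50 nM final) in HEPES pH 7.5 buffer with NaCl, Tween 20, EDTA and TCEP; fluorescence polarization was read after 20 min at r.t.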
# TSHR antagonist – antagonists of human thyroid stimulating hormone receptor; P16473; TSHR-expressing cells, TSH-stimulated cAMP HTRF, 2 h; stronger effect = lower value; activity change, negative = inhibition, % at 11.5 µM; actives 0.2% (n = 330,000);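 active = activity change below a set negative limit, meaning inhibition stronger than a set level, cut at about -70% in these data; inconclusive = activity change between two set negative limits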; also: % is scaled to controls: 0 for no effect and ±100 for the full control effect
#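 Antagonism was scored as loss of TSH-driven cAMP in TSHR cells, stimulated with 4nM TSH (EC80) for 2 hours at 37 deg C and detected by homogeneous HTRF competition immunoassay.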
# uPA generation – inhibitors of cell surface uPA generation. cell surface uPA generation assay, qHTS. Potency, µM (doses to about 38.3 µM), for the others: at the top dose activity change, negative = inhibition, actives largely listed as inhibitors. actives 0.31% (n = 330,000); active = well fitted inhibition curve with a large enough effect; inconclusive = small, poorly fitted or top-dose-only effect; inactive = no such curve, though single readings can be large or run the other way; tested in mouse RAW 264.7 cells; also: potency is read from the fitted curve at half-maximal effect; % is scaled to controls: 0 for no effect and ±100 for the full control effect; nearly all actives have a fitted effect of over 55% in size
# Chronic BCR inh – chronic active BCR signaling inhibition; AID 493014; ABC-DLBCL IkBa-CBG/CBR reporter, luminescence ratio, 4 h; actives 0.05% (n = 340,000); Potency, µM (highest dose often 46.1 µM), inactives show at the top dose ratio change, negative = lower green/red ratio, most hits filed as inhibitors; active = well fitted inhibition curve with a large enough effect in the signal ratio, with a control signal flat, not every such curve was filed as active; inconclusive = small, poorly fitted or top-dose-only effect, or effect the other way, or a change in a side signal; the % refers to the signal ratio;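 also: potency is read from the fitted curve at half-maximal effect; plate controls were basal doxycycline-induced cells for no effect and cells given 10 µM MG132 for full effect; MG132 reads +100%, hits lower the ratio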
#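 Cell line TMD8 (human ABC DLBCL), stably expressing tet-inducible CBG68-IkBa fusion and CBR; IMDM/0.5% FBS; cpd up to 46 uM; dox induction, 4 h, 37C/5% CO2; dual luminescence; green/red ratio; MG132 control.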
# TCR act – activates T cell receptor signaling; Potency, µM (highest dose often 9.22 µM), for the others: top-dose activation of IL-2 secretion, most hits filed as activators; 330,000 tested, under 10 active; primary human leukocytes, anti-CD3, IL-2 HTRF, 48 h; AID 504894; also: % of control where 0% means no effect
#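 TCR engagement came from a-CD3 beads alone, with compounds added to primary human leukocytes for 48 hr. Secreted IL-2 bridged europium cryptate- and d2-labelled anti-IL-2 antibodies, giving FRET emission at 665nm after 320nm excitation.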
# ELG1 repair inh – inhibitors of ELG1-dependent DNA repair in HEK293T cells; HEK293T ELG1-luciferase reporter, luminescence, 16 h; DNA damage induced by 5-fluorouridine; Potency, µM (titrated, usually from 46.1 µM), without a hit: at the highest dose activity change, negative = inhibition, actives largely listed as inhibitors; actives 2.3% (n = 330,000); also: potency is read from the fitted curve at half-maximal effect; % is scaled to controls: 0 for no effect and ±100 for the full control effect; nearly all actives have a fitted effect of over 55% in size
#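 Quantitative HTS, concentration-response format. 2,000 cells/well co-treated with 5-fluorouridine and compound, 16 hr in 5% CO2 at 37 °C; ONE-Glo luminescence read after 30 min.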
# USP2a block – inhibitors of human ubiquitin-specific protease USP2a; Potency, µM (titrated, usually from 38.3 µM), for inactives: at the top dose activity change, negative = inhibition, hits mostly inhibitors; O75604; actives 0.01% (n = 330,000); USP2 core, Ub-CHOP2 coupled fluorogenic reporter, 485/531;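 also: potency is read from the fitted curve at half-maximal effect; plate controls were DMSO wells for no effect and full inhibition by NEM control for full effect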
# Target sequence (O75604 whole entry, looked up): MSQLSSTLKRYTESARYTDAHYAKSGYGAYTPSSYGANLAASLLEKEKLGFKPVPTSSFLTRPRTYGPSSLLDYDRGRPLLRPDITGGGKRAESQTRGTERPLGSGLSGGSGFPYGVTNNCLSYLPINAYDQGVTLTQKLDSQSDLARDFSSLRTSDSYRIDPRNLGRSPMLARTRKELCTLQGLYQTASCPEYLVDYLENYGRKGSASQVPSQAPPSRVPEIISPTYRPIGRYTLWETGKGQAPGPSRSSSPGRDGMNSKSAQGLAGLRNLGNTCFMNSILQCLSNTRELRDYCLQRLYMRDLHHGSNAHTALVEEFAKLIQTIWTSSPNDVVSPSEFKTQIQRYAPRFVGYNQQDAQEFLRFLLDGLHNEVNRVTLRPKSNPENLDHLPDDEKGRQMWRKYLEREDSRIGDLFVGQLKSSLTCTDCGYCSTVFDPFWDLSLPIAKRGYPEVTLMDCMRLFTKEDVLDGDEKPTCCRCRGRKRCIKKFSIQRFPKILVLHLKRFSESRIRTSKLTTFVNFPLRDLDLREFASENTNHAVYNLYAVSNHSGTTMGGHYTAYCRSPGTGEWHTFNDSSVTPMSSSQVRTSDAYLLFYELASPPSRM
#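 Deubiquitinase activity read as fluorescence (485/531 nm) after Ub-CHOP2 cleavage activates the enterokinase reporter on its substrate; USP2 core 10nM, Ub-CHOP2 and substrate 25nM each, 30min compound preincubation then 60min RT; data normalized to NEM, curves fitted.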
# B2AR arrestin – beta2AR (human) beta-arrestin recruitment activity; actives 0.02% (n = 330,000); Potency, µM (top dose mostly 46.1 µM), for the others: top-dose activation, hits mostly activators; P07550; beta-arrestin recruitment to beta2AR, cell-based reporter;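 also: potency is read from the fitted curve at half-maximal effect; 0% = DMSO controls and full agonism = EC100 isoproterenol or metaproterenol; nearly all actives have a fitted effect of over 65% in size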
# Target sequence (P07550 whole entry, looked up): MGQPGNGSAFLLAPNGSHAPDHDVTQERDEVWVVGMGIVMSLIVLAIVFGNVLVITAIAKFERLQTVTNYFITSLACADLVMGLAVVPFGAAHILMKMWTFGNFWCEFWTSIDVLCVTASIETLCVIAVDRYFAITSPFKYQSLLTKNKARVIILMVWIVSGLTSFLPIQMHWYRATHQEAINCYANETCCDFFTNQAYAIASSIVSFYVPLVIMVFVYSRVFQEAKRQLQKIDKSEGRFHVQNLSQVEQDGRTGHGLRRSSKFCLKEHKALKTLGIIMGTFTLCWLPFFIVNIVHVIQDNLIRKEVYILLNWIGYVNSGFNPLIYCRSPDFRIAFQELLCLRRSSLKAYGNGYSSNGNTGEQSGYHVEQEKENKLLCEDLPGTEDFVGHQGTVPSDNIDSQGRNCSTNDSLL
# Mito fusion yeast – blocks mitochondrial division or promotes mitochondrial fusion; S. cerevisiae fusion-defective mutant growth rescue, CellTiterGlo 48 h; Potency, µM (titrated, usually from 46.1 µM), inactives show top-dose growth rescue (activation), most hits filed as activators; actives 0.23% (n = 320,000); AID 485298;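 also: potency is read from the fitted curve at half-maximal effect; % of control where 0% means no effect; nearly all actives have a fitted effect of over 45% in size; temperature-sensitive fusion mutants such as fzo1-1 at 37 °C on non-fermentable ethanol glycerol medium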
#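 Luminescent cell viability in 1536-well qHTS format served as the measure of rescued growth in ts fusion-mutant S. cerevisiae cultured on non-fermentable YPEG for 48 hours at 37C.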
# Tb PFK block – inhibitors of T. brucei phosphofructokinase; O15648; T. brucei PFK, ADP-Glo luminescence; Potency, µM (titrated, usually from 57.5 µM), without a hit: at the top dose activity, negative = inhibition, most hits filed as inhibitors; actives 0.17% (n = 330,000); AID 485367;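 also: potency is read from the fitted curve at half-maximal effect; 0% = uninhibited 1x PFK enzyme wells and -100% = no-enzyme wells; nearly all actives have a fitted effect of over 60% in size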
#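 Activity is normalized to no-enzyme wells (full inhibition) and 1.25 nM enzyme wells (no inhibition). Reaction: 0.5 mM F6P, 0.1 mM ATP, 45 min RT, ADP-Glo luminescence; concentration-response curves fitted and classed by quality.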
# * = called active by the depositor; ? = inconclusive; / = no result given; [ ] = remark or other dose. Unless noted, calls follow the shape of the dose curve; as a rule, active = well fitted curve in the direction sought with a large enough effect; inconclusive = small, poorly fitted or top-dose-only effect, or another doubt; inactive = no such curve, though single readings can be large; an effect the other way counts as inactive or inconclusive. Rows are unselected (roughly 3% active in at least one column).
SMILES,Eya2 inh,TSG101-PTAP inh,TSHR antagonist,uPA generation,Chronic BCR inh,TCR act,ELG1 repair inh,USP2a block,B2AR arrestin,Mito fusion yeast,Tb PFK block
CNC[C@@H]1Oc2ccc(NC(=O)Nc3c(C)noc3C)cc2CC(=O)N([C@H](C)CO)C[C@H]1C,5%,-9%,14,18%,-2%,2%,?,1%,-0.3%,/,-3%
Cc1cc(N)c(NC2=CC(=O)CC(C)(C)C2)cc1C,2%,-4%,-1,-4%,-1%,0%,?,-2%,-1.0%,-1%,0%
N#Cc1ccc(CN2CCN(C(=O)c3cn(Cc4ccccc4)nc3-c3cccnc3)CC2)cc1,12%,-5%,15,-11%,0%,6%,0%,2%,-1.8%,2%,0%
CCOC(=O)c1c[nH][nH]c1=O,-21%,-3%,-2,12%,-1%,-3%,12%,-4%,0.3%,18%,3%
COc1ccccc1C(=O)C1CCCN(C(=O)CCC(=O)c2ccccc2)C1 (configuration not stated),7%,-3%,-6,2%,2%,-5%,7%,12%,-0.6%,4%,1%
CSCC(=O)NC1CCCc2c1cnn2-c1ccc(C)c(C)c1 (configuration not stated),3%,1%,15,-2%,-8%,2%,15%,1%,0.0%,2%,1%
CCc1c(C)n([O-])c2c([n+]1=O)CCCCC2,14%[15.4 µM],-1%,5,6%,0%,-2%,1%,-1%,0.0%,1%,-2%
CC(NC(=O)c1ccc2c(c1)C(=O)N(Cc1cccnc1)C2=O)c1ccccc1 (configuration not stated),6%,/,7,10%,5%,9%,11%,1%,-0.6%,-1%,-1%
O=C(NNC(=S)NC1CCCCC1)c1cccs1,-3%,-2%,2,-3%,-5%,1%[46.1 µM],15%,-4%,-1.7%,0%,-8%
COc1ccc(NCc2nnc(SCC(=O)NCc3ccco3)n2-c2ccccc2OC)cc1,3%,-7%,-13,-5%,?,-8%[46.1 µM],-14%,3%,-0.1%,0%,-1%
Cc1sc2ncnc(SCC(=O)NCC(C)C)c2c1C,-2%,-3%,-11,-3%,?,-3%,-1%,6%,-0.1%,0%,0%
O=C(CSCc1ccc(Cl)cc1)Nc1cc([N+](=O)[O-])ccc1O,3%,-1%,-45,-4%,?,-5%,9%,2%,-0.1%,29%,-10%
COc1cccc(CC(=O)Nc2cc(S(=O)(=O)N3CCOCC3)ccc2N2CCN(C)CC2)c1,11%,1%,-12,-3%,-3%,11%,9%,3%,-2.7%,0%,-2%
CCc1ccc(S(=O)(=O)NCCc2cn3ccc(C)cc3n2)s1,-1%,3%,-8,-30%,1%,-5%,-5%,3%,0.0%,7%,-2%
C[C@@](Cc1ccc(O)c(O)c1)(NN)C(=O)O,-2%,-3%,-7,-19%,1%,-10%,1%,5%,-1.2%,-3%,2%
Cc1ccc2[nH]c3c(=O)n(CC(=O)NCCCN4CCN(c5ccc(F)cc5)CC4)ncc3c2c1,1%,0%,1,5%,4%,5%,0%,3%,-0.1%,-12%,2%
COc1ccc(C2=CC3=C(Br)C(=O)C(C)(OC(=O)c4ccco4)C(=O)C3=CO2)cc1 (configuration not stated),3%,/,-19,-9%,?,14%,?,6%,-0.3%,-1%,-10%
CC[C@@]12C(=O)N(c3ccccc3)C(=O)N1[C@H](c1cccc(C)c1)[C@@H]1C(=O)N(Cc3ccccc3)C(=O)[C@@H]12,5%,3%,2,2%,?,7%,2%,-2%,0.0%,1%,4%
COCCNC(=S)N/N=C1\CC(C)CC(C)(C)C1 (configuration not stated),-18%,-6%,7,1%,-15%,/,7%,-4%,0.5%,-12%,-1%
COc1ccc(OC)c(/C=N/NC(=O)c2ccncc2)c1,7%,-2%,-6,-2%,-8%,/,6%,0%,-0.9%,-1%,5%
Cc1cccc(N2CCN(C(=O)CCCOc3ccccc3)CC2)c1C,-24%,-5%,-8,1%,?,-9%,?,-4%,0.0%,20%,16%
CN(C(=O)c1nc(-c2ccccc2)n(-c2ccccc2)n1)C1CCS(=O)(=O)C1 (configuration not stated),6%,-9%,9,5%,-1%,-3%,0%,0%,-0.4%,0%,4%
Cc1sc2ncnc(SCC(=O)NC(=O)NCc3ccco3)c2c1C,-21%,-7%,8,-1%,?,/,-13%,4%,-1.6%,-8%,-24%
CCOC(=O)C(CCCOc1ccccc1C)C(=O)OCC,-41%,-4%,-6,3%,1%,-9%,9%,-5%,-0.6%,-2%,0%
COCCNc1nc2c(c(=O)n(Cc3ccccc3F)c(=O)n2C)n1C,5%,-5%,-3,-2%,11%,/,5%,-1%,0.3%,1%,-1%
C[C@@H]1CN([C@@H](C)CO)C(=O)c2cccc(NC(=O)Nc3ccc4c(c3)OCO4)c2O[C@H]1CN(C)S(=O)(=O)c1cn(C)cn1,14%,-2%,17,2%,0%,1%,?,0%,0.0%,/,4%
CC(=O)N1c2ccc(Cl)cc2C2C=CCC2C1c1cccc2ccccc12 (configuration not stated),?,-1%,10,-9%,?,0%,23µM*,-19%,2.3%,5%,0%
CC(=O)Nc1c2c(nn1-c1ccc(F)cc1)CSC2,13%,0%,22,19%,1%,12%,-4%,2%,-0.8%,-1%,-4%
COc1ccccc1NC(=O)[C@H](COCc1ccccc1)NC(=O)OC(C)(C)C,-23%,-4%,-3,7%,-5%,-1%,-13%,1%,-0.7%,1%,5%
Cc1cc2ccccc2n1CCNC(=O)COc1ccc2ccccc2c1,-3%,-7%,-11,14%,15%,2%,-10%,-1%,0.0%,29%,-6%
CN(C)CCCOC(=O)c1ccc(Cl)cc1,-14%,-3%,1,-1%,25%,-6%,15%,0%,0.1%,-1%,-10%
COc1ccc(C(=O)/C=C2/C(=O)Nc3ccccc32)cc1,2%,-1%,-12,?,-1%,-6%,?,-1%,-0.6%,-20%,-11%
CC(C)Cc1csc(NC(=O)c2ccc(Cl)cc2)c1C(=O)O,8%,-3%,?,-2%,?,4%[46.1 µM],?,3%,-0.1%,4%,9%
CCOc1ccc(C(=O)Nc2ccc(S(=O)(=O)N3CCN(C)CC3)cc2)cc1,15%,0%,-8,-12%,-1%,7%,?,-1%,-1.1%,-2%,1%
CCc1nc2ccccc2c(=O)n1NC(=O)c1c(O)c2ccccc2n(CC)c1=O,-1%,0%,-16,0%,1%,-3%,-11%,1%,-1.4%,16%,-1%
COc1ccc(NC(=O)Nc2ccc3c(c2)CC(=O)N([C@H](C)CO)C[C@H](C)[C@H](CN(C)Cc2ccc(C(=O)O)cc2)O3)cc1,-6%,-4%,5,-6%,2%,-7%,4%,-2%,0.1%,/,0%
Cn1c(=O)c2c(ncn2CC(=O)Nc2cc(S(=O)(=O)N3CCCCC3)ccc2Cl)n(C)c1=O,-7%,-2%,9,-27%,2%,-2%,?,1%,-0.3%,/,4%
COc1ccc(-n2c(C)cc(-c3csc(N)n3)c2C)cc1,-8%,-2%,7,-4%,1%,-1%[46.1 µM],2%,-5%,0.0%,-6%,0%
COc1ccc(NC(=O)CCCNC(=O)Cn2cnc3sc(C)c(C)c3c2=O)cc1Cl,-10%,-4%,-7,-1%,5%,-5%,-18%,1%,0.2%,6%,-1%
COc1ccc(/C=C2\CCc3ccccc3C2=O)cc1OC,5%,-2%,-4,-7%,?,-1%,?,-7%,-0.2%,4%,6%
O=C(NC1CCCC1)C(c1ccc(N2CCOCC2)cc1)N(C(=O)c1ccco1)c1ccccc1F (configuration not stated),3%,2%,-10,4%,2%,2%,-11%,3%,-0.1%,1%,1%
COc1cccc(CN2CCNC(=O)C2CC(=O)N(C)CC2CCOCC2)c1OC (configuration not stated),2%,-5%,-4,1%,-1%,1%,4%,-4%,-0.2%,-4%,1%
CCC(=O)Oc1ccc(C(=O)Nc2ccccc2C(=O)NCC(C)C)cc1,-9%,-2%,-8,13%,-8%,-12%,?,-4%,-0.7%,5%,3%

# Screens deposited in PubChem by National Center for Advancing Translational Sciences (NCATS).
